Giardia FBPA inh – qHTS Assay for Inhibitors of Fructose-1,6-bisphosphate Aldolase from Giardia Lamblia; A8B2U2; purified Giardia FBPA; Potency, µM (highest dose often 59.6 µM), for inactives: at the highest dose activity, negative = inhibition, hits mostly inhibitors; actives 0.71% (n = 290,000); AID 2451, 2010; further: potency means the concentration at half of the fitted maximal effect; nearly all actives have a fitted effect of over 55% in size
Target sequence (A8B2U2 whole entry, looked up): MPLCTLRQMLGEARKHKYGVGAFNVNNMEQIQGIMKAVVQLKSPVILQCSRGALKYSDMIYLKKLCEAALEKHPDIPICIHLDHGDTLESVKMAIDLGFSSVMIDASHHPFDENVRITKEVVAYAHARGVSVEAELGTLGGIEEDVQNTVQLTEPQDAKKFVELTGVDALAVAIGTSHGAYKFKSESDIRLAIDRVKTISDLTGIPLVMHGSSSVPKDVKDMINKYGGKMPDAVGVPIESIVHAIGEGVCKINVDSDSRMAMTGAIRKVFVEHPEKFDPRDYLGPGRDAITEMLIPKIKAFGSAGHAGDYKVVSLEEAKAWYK
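Giardia FBPA (40 nM reagent) was preincubated 10 min at RT with compound (up to 57.5 uM final), then substrate plus GAPDH/TPI/NAD/arsenate coupling system with diaphorase/resazurin was added; resorufin fluorescence (525/598 nm) was read after 20 min.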
AmpC detergent – qHTS Inhibitors of AmpC Beta-Lactamase (assay with detergent); P00811; AmpC hydrolysis of nitrocefin, absorbance 480 nm, 0.01% Triton; Potency, µM (doses to about 114 µM), for the others: at the highest dose activity change, negative = inhibition, hits mostly inhibitors; actives 0.041% (n = 370,000); AID 485294, 2010;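 further: potency means the concentration at half of the fitted maximal effect; 0% = no-compound wells and -100% = no-enzyme wells; nearly all actives have a fitted effect of over 25% in size; some results filed as inactive show a strong effect at the top dose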
Target sequence (P00811 whole entry, looked up): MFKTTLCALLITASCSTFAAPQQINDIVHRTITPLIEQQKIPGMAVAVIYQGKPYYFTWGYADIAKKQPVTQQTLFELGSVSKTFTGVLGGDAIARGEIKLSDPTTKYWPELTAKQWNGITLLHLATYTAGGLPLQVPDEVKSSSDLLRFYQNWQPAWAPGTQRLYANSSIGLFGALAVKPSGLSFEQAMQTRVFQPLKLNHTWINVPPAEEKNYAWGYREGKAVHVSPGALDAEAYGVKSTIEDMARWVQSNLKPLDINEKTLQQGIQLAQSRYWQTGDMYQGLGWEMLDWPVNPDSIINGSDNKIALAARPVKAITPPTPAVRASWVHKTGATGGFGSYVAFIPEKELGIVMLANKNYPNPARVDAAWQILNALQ
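AmpC (5.3 nM in the dispensed reagent) in 20 mM phosphate pH 7.0 with 0.01% (detergent screen) or 0.0001% Triton X-100 was preincubated with compounds for 15 min at room temperature. Nitrocefin was then added from an 800 uM solution, and hydrolysis was followed at 480 nm.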
HCMV antiviral – qHTS Assay for inhibitors of the human cytomegalovirus (HCMV). HFF cells, HCMV-luciferase reporter, 72 h; active compounds read low. activity change, negative = inhibition, % at 57.5 µM. actives 4.5% (n = 410,000). AID 1259415, 2018; in the data active means activity change below about -60%; inconclusive means no clear call, values can overlap the other calls; inactive means above about -39%
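Inhibition of viral replication was scored as loss of reporter luminescence in HFFs infected with HCMV-luciferase (MOI 1 PFU/cell) for 72 h; compounds tested at 2 doses, normalized to buffer and Salinomycin controls.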
HCV inhibitor – qHTS Assay for Inhibitors of Hepatitis C Virus (HCV); Potency, µM (series often up to 41.8 µM), without a hit: at the highest dose activity change, negative = inhibition, usual class: inhibitors; actives 3.4% (n = 340,000); Huh7.5.1 HCVcc-Cre infection, luciferase reporter, 44 h; further: potency means the concentration at half of the fitted maximal effect
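Infectious HCV cell culture screen: compound-treated cells (1,000/well, pre-plated 4 h) are infected with HCVcc-Cre at roughly 0.5 moi and grown 44 h. Infection is quantified by luciferase signal after 15 min substrate incubation at room temperature.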
AmpC inh no detg – qHTS Inhibitors of AmpC Beta-Lactamase (assay without detergent); P00811; actives 0.52% (n = 330,000); Potency, µM (series often up to 57.1 µM), without a hit: top-dose activity change, negative = inhibition, most hits filed as inhibitors; AmpC nitrocefin hydrolysis, absorbance 480 nm, 0.0001% Triton;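 further: potency means the concentration at half of the fitted maximal effect; plate controls were no compound for no effect and no enzyme for full effect; nearly all actives have a fitted effect of over 20% in size; some results filed as inactive show a strong effect at the top dose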
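20 mM phosphate pH 7.0 + 0.01% (detergent screen) or 0.0001% Triton X-100; 5.3 nM AmpC reagent; cpd preinc 15 min RT; nitrocefin (800 uM stock) to start; A480 q20 s × 4 min; Activity was normalised to no-enzyme and no-compound control wells.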
Sm TGR block – qHTS Assay for the Inhibitors of Schistosoma Mansoni Peroxiredoxins; Schistosoma mansoni thioredoxin glutathione reductase (TGR), Q962Y6; purified TGR, DTNB reduction, TNB absorbance 405 nm; Potency, µM (titrated, usually from 114 µM), without a hit: at the highest dose activity change, negative = inhibition, usual class: inhibitors; actives 3% (n = 360,000); AID 485364, 2010; further: potency means the concentration at half of the fitted maximal effect; nearly all actives have a fitted effect of over 60% in size
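TGR 20 nM + NADPH 100 uM (dispensed conc.), cpd preinc 15 min RT; start with NADPH (500 uM addition) then DTNB (15 mM addition). Kinetic TNB absorbance, 405 nm filter. Four-parameter Hill fit across titration.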
* marks the source's active call; other numbers are inactive results; ? = inconclusive; / = no result given; & = joins results of further samples; [ ] = dose if it differs, or a comment. Unless noted, the call rests on the fitted dose curve; in most records, active means well fitted curve in the direction sought with a large enough effect; inconclusive means small, poorly fitted or top-dose-only effect, or another doubt; inactive means no such curve, though single readings can be large; an effect the other way counts as inactive or inconclusive. Unless noted, on the % scale 0 is the no-effect control and ±100 the full control effect.

SMILES | Giardia FBPA inh | AmpC detergent | HCMV antiviral | HCV inhibitor | AmpC inh no detg | Sm TGR block
COc1ccccc1N(CC(=O)NC1CCCC1)S(=O)(=O)c1cccc(C(F)(F)F)c1 | / | 0% | -31 | 7% | 78%[activator] | 1%
CCCC(=O)N1CCN(c2ccc(NC(=S)NC(=O)CC)cc2)CC1 | 0% | -6% | 88 | 22% | 3% | -4%
Cc1ccnc(SCc2cc(=O)c(OC(=O)c3ccccc3)co2)n1 | 0% | -5% | 7 | 7% | -26% | -4%
Cc1cc(=O)nc2c3ccccc3n(CC(=O)NC(C)c3ccc4c(c3)OCCO4)n12 (configuration not stated) | -8% | 5% | 12 | -5% | -8% | 3%
CCCCn1c(N)c(N(CCC(C)C)C(=O)CN2C(=O)C3CCCCC3C2=O)c(=O)[nH]c1=O (configuration not stated) | 0% | 6% | 8 | -14% | -17% | -11%
CC[C@@H](C)[C@H](NC(=O)CNC(=O)Cc1c(C)c2c(cc(C)c3c(C)coc32)oc1=O)C(=O)O | 4% | -4% | -12 | 20% | -9% | 3%
Cc1cc(C)c(S(=O)(=O)NCC(c2ccco2)N2CCc3ccccc3C2)c(C)c1 (configuration not stated) | / | -12% | -5 | 1% | -49% | -18%
COc1cccc(OC)c1C(=O)OCC(=O)NCCCc1ccccc1 | 7% | -22% | 18 | -26% | 10% | -10%
CCOc1ccccc1NC(=O)CSc1nnc(-c2cnccn2)n1CC | ? | ? | 12 | -11% | -3% | 1%
CN(C(=O)c1ccco1)c1nc(-c2ccc(Cl)cc2)cs1 | 5% | ? | 6 | 1% | -20% | -21%
O=C(NCc1noc2ccccc12)N1CCN(c2ccccc2F)CC1 | / | -8% | 22 | / | / | 4%
CCCN1CCN(c2nnc(-n3cccc3C(=O)Nc3ccccc3C(F)(F)F)s2)CC1 | / | 2% | 0 | / | / | 33%
Cc1ccc(S(=O)(=O)NNC(=O)Nc2cccc(C)c2C)c(C)c1 | / | 4% | 0 | -6% | -28% | -25%
O=C(Nc1ccccc1)Nc1nnc(-c2cccs2)s1 | 1% | -11% | -26 | -4% | -21% | -3%
Cc1nc(N)sc1Cc1ccc2c(c1)OCO2 | 1% | ? | 2 | 1% | -13% | -11%
NNC(=O)c1ccc(Cl)cc1Cl | 7% | 2% | -16 | -7% | -29% | 8%
CC(=O)Nc1ccccc1-c1nc2ccc(C(=O)N3CCN(c4cc(C)ccc4C)CC3)cc2[nH]c1=O | 2% | -11% | -65* | 16% | 15% | 6%
Cc1cccc(Cn2c(=O)n(Cc3ccccc3)c(=O)c3sc4ccccc4c32)c1 | / | 9% | -36 | / | / | 6%
CC(=O)c1cccc(NC(=O)CSc2n[nH]c(-c3ccncc3)n2)c1 | / | 4% | 26 | 17% | -17% | -2%
COc1ccc([N+](=O)[O-])cc1NC(=O)CSc1ccccc1 | 0% | 0% | -14 | ? | -30% | -1%
CN1CCN(CCNC(=O)Nc2ccccc2C(F)(F)F)CC1 | 0% | -3% | 37 | 1% | -5% | -13%
O=C(c1ccc2c(c1)OCO2)C1CCCN(C2CCN(CCc3ccccc3)CC2)C1 (configuration not stated) | -7% | 1% | -14 | 3.5µM* | 47% | 0%
COCCNC(=O)CCCCCN1C(=O)CCC1=O | ? | 2% | 14 | -19% | 0% | 13%
COc1ccc(Nc2nc(-c3ccccc3)nc3ccccc23)c(OC)c1 | -1% | -15% | ? | 2µM* | -23%[11.4 µM] | 2%
Cc1ccc(CNC(=O)Nc2ccc(C)cc2)cc1 | 8% | ? | ? | 4% | -10%[2.29 µM] | 8%

The final two records of the section above open the next one:
SMILES | Giardia FBPA inh | AmpC detergent | HCMV antiviral | HCV inhibitor | AmpC inh no detg | Sm TGR block
COc1ccc(Nc2nc(-c3ccccc3)nc3ccccc23)c(OC)c1 | -1% | -15% | ? | 2µM* | -23%[11.4 µM] | 2%
Cc1ccc(CNC(=O)Nc2ccc(C)cc2)cc1 | 8% | ? | ? | 4% | -10%[2.29 µM] | 8%
O=C(NCC(c1ccc(F)cc1)N1CCOCC1)c1nn(-c2ccccc2)c(=O)c2ccccc12 (configuration not stated) | / | 10% | 39 | ? | 11% | 10%
COc1ccc2nc(SCC(=O)N(C)C3CCCCC3)[nH]c2c1 | / | -4% | ? | -4% | -24% | 0%
CCOc1ccc(N2C(=O)CN=C2Nc2ccccc2F)cc1 | 5% | -12% | 62 | -1% | -3% | 13%
CCCN(C(=O)c1noc2c1COc1ccc(C)cc1-2)c1ccc(Cl)c(Cl)c1 | / | 0% | 19 | / | / | 4%
C#CCOC(=O)C(NC(=O)c1ccccc1)=C(C)C | 0% | -1% | -15 | 37%[activator] | 2% | 2%
O=C1C(=O)N(Cc2ccccc2)C(c2cccc(O)c2)/C1=C(\O)c1ccc2c(c1)OCCO2 (configuration not stated) | 1% | -5% | 3 | 11% | -41% | -17%
CCC(C(=O)NCCc1ccccc1)n1nc(C)c2sc3ccccc3c2c1=O (configuration not stated) | / | 14% | -14 | / | / | -2%
COCCN=C1NN=C(c2ccc(NC(C)=O)cc2)CS1 | -5% | ? | -67* | 28% | -5%[2.29 µM] | 0%
COc1ccc(CCCc2nnc(SCC(=O)Nc3ccc(C)c(C)c3)o2)cc1 | 1% | ? | -7&-15 | 6% | -26% | -5%&2%
Cc1ccc(C(=O)NCC(=O)OCC(=O)Nc2ccc(Cl)cn2)cc1 | / | -1% | 99 | 11% | -24% | -28%
O=[N+]([O-])c1ccc(Nc2cccc(F)c2)nc1 | -9% | -13% | -37 | ? | -22% | /
Cc1ccc(S(=O)(=O)n2nc(C)c(S(=O)(=O)N3CCCCC3)c2C)cc1 | -15% | ? | -27&7 | 6% | -2% | -27%&0%
Cc1cnc2ncc3sccc3c2c1 | 0% | -11% | 2 | ? | -12% | -2%
O=C1CC(c2ccc(O)cc2)Oc2ccccc21 (configuration not stated) | 4% | 3% | 13 | -14% | -23% | -9%
CCC1=C2CC[C@H]3C(=O)N(CC(=O)OC)C(=O)[C@H]3[C@H]2[C@@]2(C)C(=NCC(=O)OC)OC(=O)N2C1=O | 7%&13% | -2% | -9 | 13% | -26% | 4%
[O-]/C(=C(\C(=S)NCc1ccco1)[n+]1ccccc1)c1ccccc1Br | -21% | -1% | -26 | 12% | -16% | 25µM*
Cc1cc(C)cc(NC(=O)CN2C(=O)c3ccccc3Sc3ncccc32)c1 | / | 18% | 22 | / | / | 6%
CC(=O)c1ccc(OCCOc2ccc([N+](=O)[O-])cc2)cc1 | 5% | -2% | 27 | -19% | -17% | -18%
Cc1cc(C)c2cc(CN(CCO)C(=O)Nc3ccc(Cl)cc3)c(=O)[nH]c2c1 | 2% | 4% | 3 | -24% | 66%[activator] | 7%
O=C(NN1C(=O)C2C(c3ccccc3)C=CC(c3ccccc3)C2C1=O)c1ccccc1 (configuration not stated) | 7% | -5% | 4 | 31%[activator] | -14% | -8%
Cc1sc2nc(CSc3ccccc3)nc(NCCN(C)C)c2c1C | 5% | ? | -17 | ? | 64%[activator] | -1%
O=C1c2ccccc2C2=Nc3ccccc3SC(c3ccc(Cl)cc3)C12 (configuration not stated) | -7% | -6% | ? | ? | -34% | -13%
O=C(NCc1ccccc1)N1CCN(c2ccc(F)cc2)CC1 | 1% | -14% | 17 | 4% | -10% | 5%
CC(C)(C)S(=O)(=O)c1ccc(S(=O)(=O)C(C)(C)C)s1 | 11% | -7% | / | -2% | -6% | 3%
COc1ccc(CC(NC(C)=O)C(=O)NC2CCN(C(=O)Nc3ccccc3C)CC2)cc1OC (configuration not stated) | / | 4% | -23 | 15% | -3% | -7%

A different layout for three compounds above:
Second line of a record: Giardia FBPA inh	AmpC detergent	HCMV antiviral	HCV inhibitor	AmpC inh no detg	Sm TGR block
> Cc1sc2nc(CSc3ccccc3)nc(NCCN(C)C)c2c1C
→ 5%	?	-17	?	64%[activator]	-1%
> O=C1CC(c2ccc(O)cc2)Oc2ccccc21 (configuration not stated)
→ 4%	3%	13	-14%	-23%	-9%
> O=C(NCC(c1ccc(F)cc1)N1CCOCC1)c1nn(-c2ccccc2)c(=O)c2ccccc12 (configuration not stated)
→ /	10%	39	?	11%	10%

Next results.
SMILES | Giardia FBPA inh | AmpC detergent | HCMV antiviral | HCV inhibitor | AmpC inh no detg | Sm TGR block
O=C(c1ccco1)N1CCN(S(=O)(=O)c2ccc(S(=O)(=O)NC3CCCCC3)cc2)CC1 | 8% | ? | -2 | 1% | 34% | 9%
Cc1ccc(C(=O)N[C@H](C(=O)NC2CCCCCCC2)C(C)C)cc1 | / | -9% | 80 | 11% | -17% | -10%
Cc1ccc(/C=C/C(=O)OC(C)C(=O)NC2CCCCC2C)o1 (configuration not stated) | / | -16% | -24 | ? | 1% | -6%
Cc1ccc(CN2CCSc3ccc(C(=O)NC4CCCC4)cc32)cc1 | / | -3% | / | -12% | -49% | 1%
CCCOc1cccc(OCC(=O)Nc2nc3ccccc3[nH]2)c1 | 1% | 0% | -24 | 4% | -18% | 9%
NS(=O)(=O)c1cnccc1Nc1ccc(Cl)c(Cl)c1 | 1% | ? | 5 | 17% | -48% | -1%
NC(=O)c1ccc(C(F)(F)F)n(Cc2c(Cl)cccc2Cl)c1=O | 4% | 0% | -8 | -6% | -17% | 36%[activator]
Fc1cccc(/C=N/Nc2ncnc3nc[nH]c23)c1 | -2% | ? | 138 | 12% | -7% | -14%
CCCNC(=O)c1cnc(Sc2ncc(C(F)(F)F)cc2Cl)n1C | -7% | -6% | -1 | 5% | 2% | -27%
COc1ccc(C2=NS(=O)(=O)N(C)C(C(=O)Nc3ccc4c(c3)OCO4)=C2)cc1 | -14% | -13% | 2 | -5% | -56% | -16%
CCCCC(=O)Nc1cc(-c2nc3cccnc3s2)ccc1C | / | 4% | 51 | / | / | -5%
CCc1ccc(C2CC(c3ccccc3)Nc3nc(N)nn32)cc1 (configuration not stated) | 1% | 9% | -20 | 2% | -8% | 16%
COc1ccc(-c2nnc3sc(-c4ccccc4OC)nn23)cc1 | 2% | ? | 7 | 3% | -15% | 0%
CCc1ccccc1OCC(=O)Nc1cccc(S(=O)(=O)N2CCCC2)c1 | / | -13% | -29 | ? | -24% | -10%
O=C(NC1CC1)c1cc(-c2ccc(Br)cc2)nc2ccccc12 | / | 5% | 0 | 4% | -20% | -4%
O=C(NCCCCNC(=O)c1ccc(F)cc1)c1ccc(F)cc1 | 4% | ? | 1 | 6% | -9% | -4%
O=C(O)COc1ccc(Oc2ccccc2)cc1 | 13% | -10% | -9 | 10% | -16% | 5%
Cc1nc(C(F)(F)F)ccc1C(=O)NN1CCOCC1 | 4% | 9% | / | 20% | -7% | 8%
O=C(CSc1nc2cc(Cl)c(Cl)cc2[nH]1)c1ccc2c(c1)OCO2 | -15% | 3% | 24 | -12% | -36% | 6%
O=S(=O)(Nc1ccncc1)c1cc(Cl)ccc1Cl | 0% | -8% | -9 | 19% | -9% | 5%
O=C(Oc1ccccc1F)c1ccc2c(=O)n3c(nc2c1)CCC3 | / | -14% | -3 | 4% | -7% | -5%
